High-throughput results from PubChem BioAssay.
NR2E3 ag-1 – agonists of human NR2E3 nuclear receptor; inhibition of corepressor binding, % at 3.98 µM; CHO-S Gal4-NCOR/VP16-NR2E3 two-hybrid, luciferase; hit rate 0.35% among 360,000; AID 602229;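 active means inhibition above the mean of all tested compounds plus 3 SD, cut at about 70% in these data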;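 further: 0% = DMSO with NR2E3 transfected cells and 100% = cells lacking NR2E3 construct; higher means lower luciferase signal from less NR2E3 corepressor binding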
Target sequence (Q9Y5X4 whole entry, looked up, the tested form may be a part): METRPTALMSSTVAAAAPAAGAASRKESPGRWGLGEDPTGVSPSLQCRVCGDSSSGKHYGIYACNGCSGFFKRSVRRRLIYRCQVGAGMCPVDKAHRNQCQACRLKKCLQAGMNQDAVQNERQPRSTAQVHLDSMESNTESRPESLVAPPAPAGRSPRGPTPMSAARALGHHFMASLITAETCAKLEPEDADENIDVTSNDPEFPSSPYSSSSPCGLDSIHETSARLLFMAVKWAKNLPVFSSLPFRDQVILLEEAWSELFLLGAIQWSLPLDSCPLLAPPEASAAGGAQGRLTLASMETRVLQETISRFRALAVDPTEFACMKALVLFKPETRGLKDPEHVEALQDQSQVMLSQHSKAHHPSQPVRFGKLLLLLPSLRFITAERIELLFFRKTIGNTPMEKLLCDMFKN
TRPM1 prom inh – inhibitors of MITF-driven TRPM1 promoter in melanoma cells. SK-MEL-5 TRPM1 promoter luciferase, 24 h. inhibition, % at 12.5 µM. hit rate 0.83% among 330,000. AID 488899;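 active means mean inhibition across replicates of 60% or more, whatever share of single replicates reaches that level; inconclusive means some that reach 60%, reason not given; inactive means mean inhibition across replicates below 60%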; further: values of inactives mirror those of a sister screen read the other way
PDI turbidity – inhibitors of human protein disulfide isomerase | P07237 | PDI insulin aggregation turbidity, A650, 90 min | inhibition, % at 10 µM | hit rate 0.052% among 350,000 | AID 588391;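 active means mean inhibition across replicates of 30% or more, whatever share of single replicates reach that level; inconclusive means mean inhibition below 30% while every single replicate reaches 30%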;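 further: absorbance from insulin aggregation driven by PDI reduction with DTT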
Target sequence (P07237 whole entry, looked up): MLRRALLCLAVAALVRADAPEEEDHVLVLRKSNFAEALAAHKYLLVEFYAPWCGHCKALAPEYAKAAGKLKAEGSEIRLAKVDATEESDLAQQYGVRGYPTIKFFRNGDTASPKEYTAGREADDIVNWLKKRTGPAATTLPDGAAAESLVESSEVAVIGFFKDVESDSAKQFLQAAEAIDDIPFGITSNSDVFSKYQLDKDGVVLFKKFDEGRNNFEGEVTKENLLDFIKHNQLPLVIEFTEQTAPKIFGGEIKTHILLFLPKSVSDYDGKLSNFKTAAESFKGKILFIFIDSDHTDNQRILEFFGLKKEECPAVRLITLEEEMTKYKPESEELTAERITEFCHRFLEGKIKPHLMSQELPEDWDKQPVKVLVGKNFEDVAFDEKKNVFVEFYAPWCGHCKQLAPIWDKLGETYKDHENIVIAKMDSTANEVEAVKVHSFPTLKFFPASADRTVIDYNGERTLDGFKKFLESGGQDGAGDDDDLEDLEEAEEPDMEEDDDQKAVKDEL
Peg3 prom inh – Peg3 promoter activity inhibition | HeLa PEG-Prom luciferase reporter, luminescence, overnight | hit rate 1.7% among 360,000 | inhibition, % at 20 µM | AID 588405;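 active means inhibition of at least 50% at 20 µM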
iPSC survival up – hiPSC single-cell survival enhancement | ATPlite luminescence; 100% = ROCK inhibitor wells, 0% = DMSO | survival enhancement, % at 20 µM | hit rate 0.044% among 360,000; in the data active means survival enhancement above about 18%;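 further: cells exposed to compounds for 16 hours before the ATP read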
Exocytosis inh – lytic granule exocytosis inhibition | TALL-104 LAMP-1 surface exposure, flow cytometry; cells stimulated with thapsigargin and PMA | inhibition, % at 10 µM | hit rate 0.66% among 360,000 | AID 651702;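 active means inhibition above about 55%, limit read from the data; inconclusive means no clear call, values can overlap the other calls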
NR2E3 ag-2 – agonists of human nuclear receptor NR2E3; Q9Y5X4; hit rate 0.12% among 320,000; inhibition of corepressor binding, % at 4.78 µM; GST-NR2E3/biotin-RetCOR TR-FRET, 1536-well; AID 2300;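 active means percent inhibition above the cutoff of mean plus 3 SD of all tested compounds, set per screening campaign, cut at about 20% in these data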;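 further: 0% = DMSO wells and 100% = biotin wells as full block of FRET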
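Material: NR2E3–RetCOR corepressor complex | Quantity: 1.35 nM GST-tagged NR2E3 final | Schedule: 5 h at 4 °C | Replication: Singlicate compound wells | Reagent: RetCOR corepressor, biotinylated, 7 nM | Controls: Biotin wells as high control, 0.6% DMSO wells as low control | Signal: TR-FRET, Eu(K)-anti-GST donor, streptavidin-D2 acceptor, ex 340, em 617/671 nm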
aDG glyco up – increases alpha dystroglycan glycosylation; Pro5-aDG cells, alpha-DG glycosylation AlphaScreen (IIH6); 0% Pro5, 100% B10-LARGE cell signal; activation, % at 10 µM; hit rate 0.22% among 360,000;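 active means activation of at least 8% versus controls, or a plate z-score of at least 8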;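 further: Pro5 are CHO cells carrying HIG-tagged alpha-DG that lacks glycosylation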
CaV13 FRET inh – Disruptors of the CACNA1D IQ motif to Ca2+-dependent inactivation inhibitor domain association, primary screening, Förster resonance energy transfer in intact living …; HEK cells, CFP/YFP FRET ICDI-IQ, plate reader, 10 min; percent FRET-ratio fall versus neutral wells; inhibition, % at 12.3 µM; hit rate 0.098% among 340,000; AID 743397;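 active means mean replicate inhibition of at least 30% and at least 1% of replicates passing that level; inconclusive means only one of the two criteria is met; inactive means neither criterion is met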;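 further: 0% = median of the neutral control wells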
HIF-2a block – blocks HIF-2a reporter activity | 786-0 RCC cells HIF-2a reporter, luciferase luminescence, overnight | inhibition, % at 18.8 µM | hit rate 0.72% among 360,000;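 active means inhibition of the luminescence signal of 40% or more relative to plate controls, in a single-dose primary screen at 18.75 µM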
Vif inh – blocks HIV Vif function. HEK293T cells, Vif self-association by quenched fluorescence, imaging, 24 h. inhibition, % at 7.49 µM. hit rate 0.35% among 340,000; in the data active means inhibition above about 50%, passing the limit was not always enough; inconclusive means no clear call, values can overlap the other calls; inactive means below about 31%; further: some results filed as inactive read as strong as hits
Numbers without * were called inactive; i = inactive; u = inconclusive; x = not tested or not shown.

SMILES	NR2E3 ag-1	TRPM1 prom inh	PDI turbidity	Peg3 prom inh	iPSC survival up	Exocytosis inh	NR2E3 ag-2	aDG glyco up	CaV13 FRET inh	HIF-2a block	Vif inh
O=C(COC(=O)c1ccccc1NC(=O)c1ccco1)NCCC1=CCCCC1	-33	-22	u	-71	7.2	-4	2	-0.3	x	-122	14
Cc1ccc(S(=O)(=O)NCCNS(=O)(=O)c2ccccc2Br)cc1	-5	-5	-15	7	1.9	0	x	0.1	-4	-5	0
CCOC(=O)C1=C(c2ccccc2)NC(SCC(=O)Nc2ccc(C)cc2)=C(C#N)C1c1ccco1 (stereo not given)	-33	8	-1	16	0.1	3	3	0.0	-7	25	-8
O=C(COc1ccc([N+](=O)[O-])cc1Cl)Nn1cnnc1	-10	-9	-4	8	-0.7	1	-2	-0.1	-7	13	1
Cc1cccc(CN2C(=O)/C(=C\c3ccc(C(=O)NCCN4CCOCC4)cc3)Sc3ccccc32)c1	35	-2	-3	92*	-0.4	12	1	-0.5	x	9	29
O=C(CCCc1ccccc1)Nc1ccccn1	4	-41	-1	-122	0.4	-5	2	-0.1	-6	-127	14
CCc1nc2c(OCc3ccc(C#N)cc3)cccn2c1N(C)C(=O)c1cccs1	4	x	-2	10	0.7	-3	x	0.3	-9	5	4
COC(=O)[C@]1(Cc2ccccc2)N[C@H](c2ccc(-c3cccc(Cl)c3)cc2)[C@@H]2C(=O)N(C)C(=O)[C@@H]21	-28	16	-5	11	1.7	-6	-2	0.7	-9	6	4
COC(=O)c1sccc1NC(=O)C1C2C=CC(C2)C1C(=O)O (stereo not given)	-8	6	-3	8	-0.5	1	4	-0.1	-4	10	3
Cc1cc(-c2ccc(C)c(S(=O)(=O)NCc3ccc(OC(C)C)cc3)c2)on1	-8	-10	14	10	0.9	0	2	0.0	-5	-4	-1
CCCCCCN1C[C@@H](n2cc(-c3ccc(F)cc3)nn2)[C@H](O)C[C@@H]1c1ccc(Cl)cc1	-13	x	1	69*	-0.9	16	x	1.1	-2	-84	14
O=C(C1CCCN(S(=O)(=O)c2ccc([N+](=O)[O-])cc2)C1)N1CCCCC1 (stereo not given)	-11	11	3	11	-0.3	0	-3	0.9	x	6	-19
CC1CCCCC1NC(=O)C(Cc1ccccc1)NS(=O)(=O)c1cccs1 (stereo not given)	13	-11	3	20	0.1	-1	0	-0.1	-4	8	-2
COc1ccc(NC(=O)c2cc(Cl)ccc2NC(=O)c2ccco2)c(OC)c1	-14	-5	0	-11	-0.8	0	2	-0.3	-5	-3	23
COc1cc(OC)c(CN2CCN(c3ccc(F)cc3)CC2)cc1Br	-44	-5	0	-12	-3.1	-3	0	0.7	-8	3	-13
CCN1/C(=C\c2ccc3cc(C)ccc3[n+]2CC)Sc2cc(C)c(C)cc21	85*	73*	-2	38	-3.9	73*	x	2.6	-5	14	i
CS(=O)(=O)Nc1ccccc1C(=O)OCC(=O)NC1CC1	-17	-4	6	11	-0.4	-2	3	-0.1	-3	11	2
CC1CCCN(CC(O)COc2ccc(S(=O)(=O)N3CCCC3)cc2[N+](=O)[O-])C1 (stereo not given)	-2	-9	-3	-11	3.5	-6	1	0.0	-2	8	x
NC(=O)CSc1nc2ccccc2n1Cc1ccccc1F	-25	15	0	-42	-1.1	-2	2	-0.3	-4	-35	2
Cc1cccc(C)c1OC(=O)CN1C(=O)c2ccccc2C1=O	-3	4	-6	5	0.8	-11	-2	-0.1	-21	7	10
CC(=O)c1cccc(-c2cnc3c(NC=O)cc(-c4ccccc4F)cn23)c1	-2	x	-1	34	1.6	28	x	-0.2	-11	-40	6
COc1ccc(CNC(=O)COc2ccc(C(=O)c3ccc(F)cc3)cc2)cc1	-1	2	-3	12	-1.8	4	14	0.1	-2	9	2
CSc1cccc(NC(=O)CNS(=O)(=O)c2ccccc2)c1	-41	-11	-4	-25	-0.1	-1	x	0.0	x	-28	-5
N=c1n(CCN2CCOCC2)c2ccccc2n1CC(O)COc1ccccc1 (stereo not given)	-3	3	4	-2	1.1	-1	0	0.1	-7	16	-5
O=C(Cn1nnc(-c2ccccc2F)n1)OCC(=O)c1ccccc1	-26	11	-5	15	0.1	-4	3	0.3	-5	14	0
COc1ccc(S(=O)(=O)N2C(=O)/C(=C3\SC(N)=NC3=O)c3ccccc32)cc1	15	-5	1	10	-0.6	-1	1	-0.1	-2	-3	-4
N=c1n(N)c2ccccc2n1CC(=O)c1ccc(Br)cc1	-140	-16	7	-213	-0.3	30	1	1.9	-4	-131	-7
CCCNC(=O)c1ccc2c(=O)c(O)c(-c3ccc(OC)cc3)[nH]c2c1	-1	45	-9	20	-1.0	-6	3	0.3	x	26	-13
Cc1ccc(/C=N/NC(=O)CSc2nc3ccccc3n2Cc2ccc(Cl)cc2)o1	-35	-22	-4	22	2.6	1	-1	0.2	-4	21	2
O=C(COc1cc(F)ccc1[N+](=O)[O-])Nc1cc(S(=O)(=O)N2CCCC2)ccc1Cl	15	12	-4	-2	0.1	-2	x	0.0	-3	16	-14
Cc1cc(C(=O)NCC(=O)OCC(=O)NCC2CCCO2)ccc1[N+](=O)[O-] (stereo not given)	12	7	-3	3	-0.5	4	-3	0.5	-12	12	10
CSc1ccccc1NC(=O)c1cc(-c2cccnc2)nc2ccc(Br)cc12	-18	19	-3	49	-0.4	1	6	-0.3	-6	-8	4
CC1CCN(C(=O)CCc2nnc3ccc(NCc4ccco4)nn23)CC1	-28	10	-5	-18	0.6	3	2	0.7	-16	-3	17
Cc1ccc(C)c(OCC(=O)N(Cc2nnc(-c3ccccc3Cl)o2)C2CC2)c1	-20	10	-3	18	-0.5	3	-2	0.6	-1	11	-5
Cc1c(C(C)(C)O)[nH]c2ccc(C#N)cc12	13	0	12	-7	6.5	2	2	0.0	-10	-17	-8
Cc1cc2cc(CNC(=O)Nc3ccccc3)ccc2[nH]1	-2	-28	2	0	-2.5	-2	5	-0.4	-7	-8	6
CC(=O)Nc1ccc(N2C(=O)CCC2=O)cc1C	-8	0	2	4	0.4	-1	-3	0.2	-5	13	3
O=C(NCCS(=O)(=O)N1CCN(c2ccccc2)CC1)C1CCCCC1	15	x	-6	8	5.2	-6	x	-0.2	-11	7	16
O=C(COC(=O)C1CCN(c2ccc(C(F)(F)F)cn2)CC1)Nc1ncc(Cl)cc1Cl	0	2	-6	-14	6.2	-2	2	-0.3	-5	8	-3
O=C(CN(C(=O)CNC(=O)c1cccs1)c1cccc(F)c1)NC1CCCCC1	7	2	2	8	0.0	-3	1	0.1	-4	11	-14
Cc1cc2ccccc2n1CCNC(=O)C1CCCC1	-13	-1	-1	5	2.0	-2	2	0.2	-4	-5	-7
CCOC(=O)C1=C(C)OC(N)=C(C#N)C1c1ccc(C)o1 (stereo not given)	5	4	1	14	1.5	2	1	0.0	x	4	2
Cc1c(Cl)cccc1NC(=O)CC1Oc2ccccc2NC1=O (stereo not given)	-39	-2	-1	8	0.1	2	3	-0.1	-4	2	-14
Cc1ccc(C(=O)Nc2ccc(C(=O)NCC3CCCO3)cc2)cc1 (stereo not given)	4	0	10	-203	-0.3	-9	x	0.6	-2	-14	8
O=C(O)CNC(=O)/C(=C\c1ccco1)NC(=O)c1ccco1	8	6	10	7	-0.8	9	x	0.1	-5	14	-2
COc1ccc(CN(C(=O)Cc2c[nH]c3ccccc23)C(C(=O)NC2CCCCC2)c2ccc(C)o2)cc1 (stereo not given)	-24	11	-3	42	-2.2	6	-2	0.8	x	6	-2
C/C(=N\NC(=O)c1nnn(-c2nonc2N)c1CN(C)c1ccccc1)c1cccnc1	31	5	6	23	-0.4	-4	1	0.0	-4	15	-13
CCOc1ccccc1N1CN(CC)CNC1=S	-12	1	-3	-3	-4.4	-1	1	0.1	x	1	6

Looked up above.
In TRPM1 prom inh, CC1CCCCC1NC(=O)C(Cc1ccccc1)NS(=O)(=O)c1cccs1 (stereo not given) reads -11
In NR2E3 ag-2, COc1ccc(CNC(=O)COc2ccc(C(=O)c3ccc(F)cc3)cc2)cc1 reads 14
In PDI turbidity, CCCCCCN1C[C@@H](n2cc(-c3ccc(F)cc3)nn2)[C@H](O)C[C@@H]1c1ccc(Cl)cc1 reads 1
In TRPM1 prom inh, CSc1ccccc1NC(=O)c1cc(-c2cccnc2)nc2ccc(Br)cc12 reads 19
In NR2E3 ag-1, Cc1ccc(C)c(OCC(=O)N(Cc2nnc(-c3ccccc3Cl)o2)C2CC2)c1 reads -20
In Peg3 prom inh, Cc1ccc(S(=O)(=O)NCCNS(=O)(=O)c2ccccc2Br)cc1 reads 7

Reformatted with two lines to a compound: part of the list above.
Second line of a record: NR2E3 ag-1, TRPM1 prom inh, PDI turbidity, Peg3 prom inh, iPSC survival up, Exocytosis inh, NR2E3 ag-2, aDG glyco up, CaV13 FRET inh, HIF-2a block, Vif inh
Cc1ccc(C(=O)Nc2ccc(C(=O)NCC3CCCO3)cc2)cc1 (stereo not given)
→ 4, 0, 10, -203, -0.3, -9, x, 0.6, -2, -14, 8
O=C(O)CNC(=O)/C(=C\c1ccco1)NC(=O)c1ccco1
→ 8, 6, 10, 7, -0.8, 9, x, 0.1, -5, 14, -2
COc1ccc(CN(C(=O)Cc2c[nH]c3ccccc23)C(C(=O)NC2CCCCC2)c2ccc(C)o2)cc1 (stereo not given)
→ -24, 11, -3, 42, -2.2, 6, -2, 0.8, x, 6, -2
C/C(=N\NC(=O)c1nnn(-c2nonc2N)c1CN(C)c1ccccc1)c1cccnc1
→ 31, 5, 6, 23, -0.4, -4, 1, 0.0, -4, 15, -13
CCOc1ccccc1N1CN(CC)CNC1=S
→ -12, 1, -3, -3, -4.4, -1, 1, 0.1, x, 1, 6

New compounds follow.
SMILES	NR2E3 ag-1	TRPM1 prom inh	PDI turbidity	Peg3 prom inh	iPSC survival up	Exocytosis inh	NR2E3 ag-2	aDG glyco up	CaV13 FRET inh	HIF-2a block	Vif inh
CCCC/C(O)=C1\C(=O)CC(C)(C)CC1=NCCCCCC(=O)O	31	4	-1	8	0.3	-3	0	0.4	1	8	-5
O=C(c1cccc(F)c1)N1CCC(N2CCCCCC2)CC1	-32	6	5	-2	0.1	-3	-2	0.1	-2	-1	-10
COc1ccc(OCC(=O)Nc2ccc(NC(=O)c3ccco3)cc2)cc1	-8	-17	-5	-32	1.6	-2	3	0.5	-5	-44	22
C=CC(C)n1c(Br)nc2c1c(=O)[nH]c(=O)n2C (stereo not given)	1	9	4	16	-1.3	2	0	0.2	-5	-24	18
CCN1C(=O)/C(=C\N2CCCc3ccccc32)SC1=S	-12	0	2	-61	-2.7	0	0	-0.2	-5	-48	-17

Random draw from the library; 3.5% or so of the library scored in one or more.
